# Bcl-2 Bim block = human Bim-Bcl-2 interaction inhibition; actives 0.06% (n = 190,000); AID 950; inhibition, % at 10 µM; Bead-based flow cytometry, Bim peptide-Bcl-2 binding; in the data active means inhibition above about 40%; inconclusive means no clear call, values can overlap the other calls;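 further: 0% = no compound wells with probe peptide and 100% = reference peptide inhibitor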
# Target sequence (P10415 whole entry, looked up): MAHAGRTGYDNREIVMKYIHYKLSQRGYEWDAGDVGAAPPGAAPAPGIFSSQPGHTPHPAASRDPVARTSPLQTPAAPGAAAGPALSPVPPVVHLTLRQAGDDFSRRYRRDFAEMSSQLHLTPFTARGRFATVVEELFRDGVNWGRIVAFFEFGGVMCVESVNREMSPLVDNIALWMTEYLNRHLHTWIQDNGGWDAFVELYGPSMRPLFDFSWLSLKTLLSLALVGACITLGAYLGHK
# ABCB1 inh = human ABCB1 inhibition, ABCG2 as counter-screen; CCRF-Adr cells, JC-1 efflux, flow cytometry; inhibition, % at 6.6 µM; actives 0.067% (n = 190,000); in the data active means inhibition above about 40%;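 further: 0% = vehicle and 100% = reference inhibitor; higher value means more JC-1 retained so stronger ABCB1 efflux block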
# Bcl-B Bim block = human Bim-Bcl-B interaction inhibition; Q9HD36; bead-based flow cytometry, Bim peptide-Bcl-B binding; inhibition, % at 10 µM; actives 0.073% (n = 190,000);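 further: 0% = tracer peptide without compound and 100% = reference inhibitor peptide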
# Target sequence (Q9HD36 whole entry, looked up): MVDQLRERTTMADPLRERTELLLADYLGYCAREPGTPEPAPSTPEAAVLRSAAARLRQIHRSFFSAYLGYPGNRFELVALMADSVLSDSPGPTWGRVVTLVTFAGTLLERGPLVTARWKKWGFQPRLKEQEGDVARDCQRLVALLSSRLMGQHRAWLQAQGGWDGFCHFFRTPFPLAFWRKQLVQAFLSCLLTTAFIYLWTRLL
# Bfl-1 Bim block = disrupts Bim binding to human Bfl-1; AID 1008; actives 0.12% (n = 190,000); inhibition, % at 10 µM; Bead-based flow cytometry, Bim-Bfl-1 binding inhibition;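 further: 0% = wells without compound plus tracer and 100% = blocker peptide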
# Bim-Bcl-XL = inhibitors of Bim-Bcl-XL interaction, human; Q07817; Bim peptide-Bcl-XL binding, bead flow cytometry, fluorescence; inhibition, % at 10 µM; actives 0.04% (n = 190,000)
# RGS4-Gao reg = modulates binding of RGS4 to human Galphao; Multiplexed bead flow cytometry; actives lie on both sides; binding response (% of control), % at 10 µM; actives 0.33% (n = 220,000); AID 1415; in the data active means binding response below about 49% or above about 150%; inactive means in between;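 further: fluorescent Galphao activated with aluminum fluoride binding bead-coupled RGS4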
# Target sequence (P09471 whole entry, looked up): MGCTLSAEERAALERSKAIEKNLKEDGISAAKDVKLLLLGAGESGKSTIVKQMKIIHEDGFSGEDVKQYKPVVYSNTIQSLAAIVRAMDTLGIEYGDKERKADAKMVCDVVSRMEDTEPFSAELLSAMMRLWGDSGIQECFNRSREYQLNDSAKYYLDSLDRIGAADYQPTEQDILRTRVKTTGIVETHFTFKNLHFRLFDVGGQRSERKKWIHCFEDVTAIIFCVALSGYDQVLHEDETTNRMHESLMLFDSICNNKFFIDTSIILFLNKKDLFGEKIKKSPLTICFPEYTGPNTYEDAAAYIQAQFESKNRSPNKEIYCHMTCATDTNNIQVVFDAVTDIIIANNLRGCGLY
# GSH fluor = compound fluoresces at 488/530 nm on GSH beads; fluorescence (KMESF) at 10 µM; actives 0.25% (n = 190,000); GSH beads flow cytometry, compound fluorescence 488/530 nm; active compounds read high; AID 1776; in the data active means fluorescence above about 89;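 further: glutathione beads carrying GST-tagged Bcl family fusion proteins plus one bare bead set; values are compound well signal with DMSO vehicle wells as background; inactives centre near 16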
# Avidin bead fluor = compound fluoresces at 488/530 nm on avidin beads; fluorescence (KMESF) at 10 µM; AID 1775; compound fluorescence 488/530 nm, flow cytometry; active compounds read high; actives 0.38% (n = 220,000); in the data active means fluorescence above about 47; further: inactives centre near 10
# Bim-Bcl-W = disrupts Bim peptide binding to human Bcl-W; bead-based flow cytometry; inhibition, % at 10 µM; actives 0.02% (n = 190,000); AID 952;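 further: 0% = bound tracer without compound and 100% = peptide blocker; higher means less fluorescent Bim peptide bound to Bcl-W beads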
# Target sequence (Q92843 whole entry, looked up): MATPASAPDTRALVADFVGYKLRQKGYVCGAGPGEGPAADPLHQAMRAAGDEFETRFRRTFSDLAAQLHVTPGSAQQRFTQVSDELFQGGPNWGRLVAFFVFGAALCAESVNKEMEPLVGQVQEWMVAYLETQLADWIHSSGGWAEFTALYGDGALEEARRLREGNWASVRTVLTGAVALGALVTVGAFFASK
# RGS7-Gao reg = modulates binding of RGS7 to human Galphao. Multiplexed bead flow cytometry; actives lie on both sides. binding response (% of control), % at 10 µM. actives 0.35% (n = 220,000). AID 1439; in the data active means binding response below about 49% or above about 150%; inconclusive means no clear call, values can overlap the other calls; inactive means in between;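 further: fluorescent Galphao held in activated GDP-AlF4 state binding bead-coupled RGS7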
# ABCG2 inh = blocks JC-1 efflux by human ABCG2 transporter; IgMXP3 cells, flow cytometry; inhibition, % at 6.6 µM; Q9UNQ0; actives 0.1% (n = 190,000);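 active means inhibition above 80%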;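 further: 0% = DMSO and 100% = nicardipine control wells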
#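 System: two drug-resistant human cell lines, ABCG2 and ABCB1; controls: nicardipine high and DMSO low controls; times: 10 min exposure at 25 °C with rotation, no wash; detection: flow cytometry of retained JC-1 fluorescence; read-out basis: percent efflux inhibition, scaled nicardipine 100% to DMSO 0%; doses: one concentration, 6.6 µM final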
# The depositor's hits bear a star; ? = inconclusive; / = not tested or not shown. Unless noted, no stated cut-off is given here; in the data, active means inhibition above about 40%.
# Each structure is followed by: Bcl-2 Bim block	ABCB1 inh	Bcl-B Bim block	Bfl-1 Bim block	Bim-Bcl-XL	RGS4-Gao reg	GSH fluor	Avidin bead fluor	Bim-Bcl-W	RGS7-Gao reg	ABCG2 inh
O=C1C=C(NCCc2ccccc2)C2(CCCCC2)O1
  -1	0.5	0	-6	0	101	20	10	0	97	2
COC(=O)c1cccc(S(=O)(=O)N2CCN(c3nc4ccccc4s3)CC2)c1
  -1	0.7	-5	-11	-7	104	63	12	5	101	1
CCO[C@H]1OC(C(=O)N2CCOCC2)=C[C@@H](c2ccc(Br)cc2)[C@@H]1CCCO
  -1	1.2	-3	-5	-1	96	20	5	-1	93	2
COc1ccc(CC2(CO)CCN(Cc3cnn(-c4ccc(F)cc4)c3)CC2)cc1
  0	1.1	-4	-8	-3	108	9	10	-2	101	1
COc1ccc2cc(S(=O)(=O)N3CCCCC3)ccc2c1S(=O)(=O)N1CCCCC1
  -15	0.4	-11	-14	-16	103	27	5	-3	107	2
Cc1ccc(-n2ncc3c(SCc4ccccc4)ncnc32)cc1
  -10	-0.5	-1	-5	-3	100	20	9	-3	98	4
CCN(CC)S(=O)(=O)c1ccc(C)c(NC(=O)CSc2nc3ccccc3[nH]2)c1
  2	1.1	-1	0	0	102	8	4	-1	104	16
CC(=O)NC1(C(F)(F)F)C(=O)Nc2c1c(=O)n(C)c(=O)n2C (stereo not given)
  -15	0.8	-13	-25	-13	100	26	11	-6	99	7
Cc1ccc(NC(=S)N(CCCN(C)C)Cc2cc3cc4c(cc3[nH]c2=O)OCO4)c(C)c1
  1	0.3	-1	2	1	112	11	8	-4	113	2
COc1ccc(/C=N/NS(=O)(=O)c2ccccc2)cc1OS(=O)(=O)c1ccc(C)cc1
  -11	-0.5	-10	-12	-10	109	32	5	1	102	-1
CCCCNC(=O)N(O)C1N(CCCC)C(=O)N(CC(=O)OC)C1(C)C (stereo not given)
  -4	0.1	-3	-2	-4	100	13	24	-6	101	-1
COc1ccc(CCCc2nnc(SCC(=O)Nc3cc(C)c(C)cc3Br)o2)cc1
  -5	0.4	-1	-12	-5	99	41	6	2	99	0
CCOC(=O)N/N=C\c1ccc(-c2cccc(C(F)(F)F)c2)o1
  2	0.0	-5	-4	-3	103	12	6	0	104	0
CCCn1c(N)c(Sc2ccccc2)c(=O)n(CCC)c1=O
  -4	0.3	0	-2	0	93	17	38	-2	94	3
CCOc1cccc(/C(O)=C2/C(=O)C(=O)N(CCN3CCOCC3)C2c2cccnc2)c1 (stereo not given)
  -2	1.7	-5	-1	-4	112	11	20	-5	96	2
COC(=O)c1scc(C)c1N/N=C(\C)c1ccc(F)cc1
  -5	-0.3	-11	-10	0	96	44	4	1	99	2
CC(C)(C)c1ccccc1OCCOCCNCc1ccccc1
  -11	1.4	-7	-18	-11	102	13	17	-2	103	6
O=C(NCCCN1CCOCC1)c1cc2c(s1)CCCC2
  1	0.0	-3	0	-3	101	13	34	-4	99	0
CCN(CC)C(CNS(=O)(=O)c1ccc(Cl)cc1)c1ccccc1 (stereo not given)
  -2	1.3	-5	-6	-4	99	15	11	-2	?	13
COc1ccc(N(C)C(=O)CCS(=O)(=O)c2cccc3nonc23)cc1
  -1	0.1	-1	0	-3	97	17	27	-2	93	0
Cc1ccc(-c2sc(-c3cccnc3)nc2CC(=O)O)cc1
  0	-0.3	-2	-2	0	96	10	6	0	105	0
Cc1ccc(NC(=O)CC2SC3=NCCN3C2=O)cc1 (stereo not given)
  -2	-0.1	-2	-4	-2	106	27	3	-2	105	1
CCCn1c(N)c(C(=O)COC(=O)c2c(C)noc2C)c(=O)n(C)c1=O
  1	0.6	-1	-2	-2	103	12	41	0	108	9
CCOc1ccc(CSC(=N)N)cc1
  -1	0.0	-5	0	-5	91	11	3	-2	92	3
O=C(CC(c1ccccc1)c1ccccc1)Nc1nn[nH]n1
  -4	0.5	-1	-2	0	102	13	13	1	?	0
CCCCNC(=O)C1CC(c2cccc([N+](=O)[O-])c2)=NO1 (stereo not given)
  -12	0.2	-8	-18	-7	103	24	13	-2	103	20
COc1ccc(NC(=O)Cn2nnc(C(=O)NCc3ccccc3OC)c2N)cc1Cl
  -13	0.4	-10	-16	-12	94	35	13	0	94	1
COCc1cc(C)nc2sc(C(=O)N3CCCC3)c(N)c12
  -11	1.1	-5	-10	1	107	25	11	0	110	8
COc1ccc2c(c1)C1=NN(/C(C)=C\C(C)=O)C(c3ccccc3)C1CC2 (stereo not given)
  0	0.2	-6	4	-2	96	26	21	-1	100	0
Cc1cc(C)c2c(=O)n(CC(=O)N3CCC(N4CCCCC4)CC3)sc2n1
  -3	0.8	-11	5	-2	92	16	3	2	117	1

# Whole records, looked up by structure. Screens in order: Bcl-2 Bim block	ABCB1 inh	Bcl-B Bim block	Bfl-1 Bim block	Bim-Bcl-XL	RGS4-Gao reg	GSH fluor	Avidin bead fluor	Bim-Bcl-W	RGS7-Gao reg	ABCG2 inh
# Entry for COc1ccc(NC(=O)Cn2nnc(C(=O)NCc3ccccc3OC)c2N)cc1Cl : -13	0.4	-10	-16	-12	94	35	13	0	94	1
# Entry for COCc1cc(C)nc2sc(C(=O)N3CCCC3)c(N)c12 : -11	1.1	-5	-10	1	107	25	11	0	110	8
# Entry for CCCCNC(=O)C1CC(c2cccc([N+](=O)[O-])c2)=NO1 (stereo not given) : -12	0.2	-8	-18	-7	103	24	13	-2	103	20
# Entry for CCN(CC)C(CNS(=O)(=O)c1ccc(Cl)cc1)c1ccccc1 (stereo not given) : -2	1.3	-5	-6	-4	99	15	11	-2	?	13

# Next part:
structure | Bcl-2 Bim block | ABCB1 inh | Bcl-B Bim block | Bfl-1 Bim block | Bim-Bcl-XL | RGS4-Gao reg | GSH fluor | Avidin bead fluor | Bim-Bcl-W | RGS7-Gao reg | ABCG2 inh
Cc1cc(NC(=O)COC(=O)[C@H](C)NC(=O)c2ccccc2)no1 | -2 | 0.4 | -1 | -5 | -4 | 104 | 16 | 9 | -2 | 100 | 1
COc1ccc(C(=O)C2CCCN(Cc3sc(N4CCCC4)nc3Cl)C2)c(OC)c1 (stereo not given) | -2 | 0.7 | 0 | -5 | 0 | 106 | 16 | 11 | 0 | 99 | 1
CC1=Nn2c(nnc2-c2n[nH]c3c2CCC3)SC1 | -3 | 0.7 | -5 | -9 | 0 | 98 | 51 | 7 | 2 | 94 | 4
Cc1cc(/C=N/n2cnnc2)c(C)n1-c1ccc2c(c1)OCO2 | 0 | 0.5 | 1 | 0 | -2 | 85 | 12 | 19 | 2 | 85 | 3
CCCOc1ccc(C2=NNC(c3cccs3)=Nc3ccc(OC)cc32)cc1 | / | 0.4 | -3 | 9 | -2 | / | 19 | / | -1 | / | 1
C#Cc1ccc(CN2CCN(Cc3ccsc3)C(CCO)C2)cc1 (stereo not given) | 1 | 0.9 | -2 | -4 | 2 | 105 | 11 | 12 | 4 | 105 | 2
CCC(=O)N1CCc2cc(Br)cc(S(=O)(=O)CCC(=O)NCc3ccco3)c21 | -9 | 0.5 | -2 | -14 | 0 | 98 | 20 | 51* | -1 | 101 | 12
COC(=O)C1C2C=CC3(CN(Cc4cccs4)C(=O)C13)O2 (stereo not given) | 1 | 0.3 | -5 | 0 | -2 | 99 | 15 | 36 | 0 | 101 | 2
CC1CCC(NC(=O)CCNC(=O)c2ccccc2)CC1 (stereo not given) | -2 | 0.4 | -3 | -3 | -1 | 99 | 14 | 8 | 0 | ? | -1
COc1cccc(CC2(CO)CCN(Cc3ccc4cccc(F)c4n3)CC2)c1 | 0 | 0.9 | -2 | 2 | -6 | 104 | 16 | 1 | -6 | 84 | 2
Nc1ccc(Oc2ccc([N+](=O)[O-])cc2[N+](=O)[O-])cc1 | 0 | -0.6 | -1 | 0 | -2 | 86 | 21 | 15 | -1 | 87 | 0
CCCC(=O)Nc1nc(-c2ccccc2)c(CC)s1 | 0 | 0.3 | -1 | -4 | -6 | 101 | 15 | 8 | 0 | 103 | 1
Cc1cc2oc(=O)cc(CN3CCCCC3C)c2c(C)c1Cl (stereo not given) | -6 | 0.2 | -4 | -9 | 10 | 87 | 46 | 5 | 1 | 84 | 2
O=C(CCCSc1nc2ccccc2s1)NCc1ccco1 | -6 | -0.4 | -6 | -10 | -1 | 99 | 16 | 5 | 1 | 95 | -1
CCCn1nnnc1SCC(=O)N1CCN(C(=O)c2ccco2)CC1 | -7 | 0.5 | -5 | -15 | -8 | 101 | 31 | 18 | 0 | 99 | 0
Cc1cc(=O)oc(C)c1C(=O)NCc1c(F)cc(F)cc1F | -9 | 0.3 | -7 | -17 | -8 | 103 | 23 | 13 | -1 | 103 | 15
CCC1Sc2ccccc2N(CC(=O)NC2CCCC2)C1=O (stereo not given) | -39 | 0.5 | -40 | -26 | -28 | 98 | 42 | 4 | -30 | 103 | 2
CC1Cc2nc(SCC(=O)NCc3ccco3)n(Cc3ccccc3)c(=O)c2S1 (stereo not given) | -3 | 1.0 | -4 | -7 | -1 | 97 | 25 | 7 | 4 | 95 | 6
O=S(=O)(Cc1ccccc1)c1nc2ccccc2n1Cc1ccccn1 | 1 | 1.5 | -6 | -3 | -5 | 101 | 14 | 5 | -2 | 98 | 6
CCn1c2ccccc2c2nnc(SCC(=O)NCc3cccs3)nc21 | -2 | 0.8 | -7 | -11 | -4 | 102 | 6 | 6 | 6 | 103 | 2
C=CCN1C(=O)/C(=C\c2cccs2)C(C(=O)OC)=C1C | -12 | 1.2 | -10 | -24 | -13 | 98 | 26 | 11 | -6 | 100 | 34
Cc1ccc(Nc2nc(N)nc(CSC(=S)N3CCOCC3)n2)c(C)c1 | 10 | 1.7 | 5 | 9 | 15 | 102 | 11 | 5 | 10 | 102 | 2
N=C1C(c2ccccc2)=C(O)CN1NC(=O)c1ccc(Cl)cc1 | -1 | 0.2 | -1 | -4 | 0 | 102 | 15 | 8 | 0 | 105 | 0
CCOc1ccc2nc(SCC(=O)c3ccc(Cl)s3)sc2c1 | -8 | 0.0 | -8 | -14 | -6 | 100 | 35 | 13 | 1 | 102 | 31
Oc1cc2c(cc1C(c1ccc(Cl)c(Cl)c1)N1CCCC1)OCO2 (stereo not given) | 1 | -2.5 | -2 | 6 | 0 | 91 | 13 | 8 | -3 | 87 | -4
COc1ccc(OC)c(S(=O)(=O)Nc2ccccc2SC)c1 | -3 | 0.4 | -6 | -4 | -5 | 101 | 14 | 27 | -4 | 105 | 1
CCc1c(C)sc(NC(=O)C2CC2c2ccccc2)c1C(N)=O (stereo not given) | 0 | 0.5 | -2 | 1 | -3 | 99 | 19 | 13 | -1 | 104 | 4

# A draw from above in order of length of the SMILES, falling.
structure | Bcl-2 Bim block | ABCB1 inh | Bcl-B Bim block | Bfl-1 Bim block | Bim-Bcl-XL | RGS4-Gao reg | GSH fluor | Avidin bead fluor | Bim-Bcl-W | RGS7-Gao reg | ABCG2 inh
CCC(=O)N1CCc2cc(Br)cc(S(=O)(=O)CCC(=O)NCc3ccco3)c21 | -9 | 0.5 | -2 | -14 | 0 | 98 | 20 | 51* | -1 | 101 | 12
Nc1ccc(Oc2ccc([N+](=O)[O-])cc2[N+](=O)[O-])cc1 | 0 | -0.6 | -1 | 0 | -2 | 86 | 21 | 15 | -1 | 87 | 0
CCOc1ccc2nc(SCC(=O)c3ccc(Cl)s3)sc2c1 | -8 | 0.0 | -8 | -14 | -6 | 100 | 35 | 13 | 1 | 102 | 31

# Screening data as filed in PubChem BioAssay.
